FBW7 activator = FBW7 E3 ligase activators, primary screen, biochemical, AlphaScreen, human. normalized activity (activation), % at 26.1 µM. AlphaScreen FBW7–phospho-cyclin E peptide binding, activator screen. hit rate 0.13% among 650,000. F-box/WD repeat-containing protein 7 (Homo sapiens), Q969H0; in the data active means normalized activity above about 1.9%;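 further: purified mutant Fbw7 with reduced substrate affinity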
MITF primary = MITF inhibitors, primary screen, biochemical, AlphaScreen, human; hit rate 0.91% among 650,000; AlphaScreen MITF homodimerization, bead proximity signal; Microphthalmia-associated transcription factor (Homo sapiens), O75030; inhibition, % at 2.6 µM; AID 1259374, 2018; in the data active means inhibition above about 50%;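 further: 0% = vehicle wells with protein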
Target sequence (O75030 whole entry, looked up): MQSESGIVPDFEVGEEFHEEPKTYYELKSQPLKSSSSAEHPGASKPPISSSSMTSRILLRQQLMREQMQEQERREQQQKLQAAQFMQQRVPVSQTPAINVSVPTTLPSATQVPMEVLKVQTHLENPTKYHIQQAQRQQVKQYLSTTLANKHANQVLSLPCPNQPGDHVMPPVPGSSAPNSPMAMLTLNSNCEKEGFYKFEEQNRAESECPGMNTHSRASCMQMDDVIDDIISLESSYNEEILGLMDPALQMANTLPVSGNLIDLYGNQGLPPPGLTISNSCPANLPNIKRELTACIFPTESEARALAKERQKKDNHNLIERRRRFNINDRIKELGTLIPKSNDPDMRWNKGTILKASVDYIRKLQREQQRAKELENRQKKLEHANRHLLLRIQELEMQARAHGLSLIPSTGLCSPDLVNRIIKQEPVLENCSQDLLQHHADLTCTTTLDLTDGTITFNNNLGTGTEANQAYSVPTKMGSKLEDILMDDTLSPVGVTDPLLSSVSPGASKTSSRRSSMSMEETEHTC
TEAD-YAP inh = TEAD-YAP interaction inhibition, primary screen, TEAD-YAP interaction inhibitor project, luminescence, HEK-TIYL cells | TEAD-Gal4/YAP UAS-luciferase luminescence | inhibition, % at 9.12 µM | hit rate 1.4% among 640,000; in the data active means inhibition above about 32%;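 further: 0% = median of test compound wells and 100% = reference inhibitor wells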
GPR151 activ = activators of human GPR151, primary screen, cell-based, PathHunter beta-arrestin, luminescence. PathHunter beta-arrestin GPR151 cells. activation, % at 11.2 µM. hit rate 1% among 650,000; in the data active means activation above about 4.9%;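 further: 0% = median of compound wells and 100% = cells with positive control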
Target sequence (Q8TDV0 whole entry, looked up): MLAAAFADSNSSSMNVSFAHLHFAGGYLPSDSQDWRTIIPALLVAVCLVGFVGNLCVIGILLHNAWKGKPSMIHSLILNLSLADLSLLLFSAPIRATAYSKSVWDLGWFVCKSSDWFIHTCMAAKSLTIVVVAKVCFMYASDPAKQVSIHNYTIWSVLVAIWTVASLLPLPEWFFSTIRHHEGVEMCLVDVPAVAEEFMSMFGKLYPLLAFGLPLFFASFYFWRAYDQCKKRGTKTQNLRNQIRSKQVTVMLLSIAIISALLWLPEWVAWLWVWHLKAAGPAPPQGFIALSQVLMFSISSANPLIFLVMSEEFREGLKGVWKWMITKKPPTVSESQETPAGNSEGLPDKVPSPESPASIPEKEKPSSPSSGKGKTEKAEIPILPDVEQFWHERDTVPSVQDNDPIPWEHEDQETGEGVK
Numbers without * were called inactive.

SMILES | FBW7 activator | MITF primary | TEAD-YAP inh | GPR151 activ
O=C(CCn1c(=O)sc2ccccc21)NCCN1CCOCC1 | -0.3 | -3 | 1 | 0.0
Cc1ccc(NC(=O)CN2CCC(C(=O)NC3CC3)CC2)cc1 | 0.1 | 112* | 0 | -1.1
COc1cccc(-n2c(-c3ccccc3)cn3c4c(=O)[nH]c(=O)n(C)c4nc23)c1 | -0.1 | -2 | -3 | -1.6
Cc1ccsc1C(=O)N1CCC(N2CCC(C(=O)NCCc3ccccc3)CC2)CC1 | 0.1 | 6 | 1 | 0.0
CC(NCc1c(C(=O)O)n(Cc2ccc(F)cc2Cl)c2ccccc12)c1ccccc1 (stereo not drawn) | 0.7 | 8 | -4 | -0.9
Cc1ccc(N(C(C)C(=O)NC2CCCCCC2)S(C)(=O)=O)cc1C (stereo not drawn) | -0.1 | 5 | 4 | 0.1
Cc1ccc(-n2nnnc2SCC(=O)Nc2c(C)n(C)n(-c3ccccc3)c2=O)cc1 | 0.2 | 10 | 6 | -1.5
CCOC(=O)c1c(NC(=O)CCCOc2ccc(C)cc2)sc2c1CCCC2 | 0.0 | 16 | 4 | -0.7
Cc1ccc(N(CC2CO2)S(=O)(=O)c2ccc(C)cc2)cc1 (stereo not drawn) | -0.2 | -3 | -6 | 1.2
CCCCCCC(=O)NNC(=O)c1c(O)c2ccccc2n(CCC)c1=O | 0.0 | 3 | -8 | 0.8
COc1cc(Nc2ncc(C(=O)NCCCN3CCCC3=O)s2)cc(OC)c1OC | -0.1 | -1 | -3 | 0.4
Cc1ccc2[nH]cc(C(=O)CCl)c2c1 | 0.2 | 19 | 2 | 0.1
COc1ccc(NC(=O)c2nn3c(C(F)(F)F)cc(-c4ccc(Br)cc4)nc3c2Cl)c(OC)c1 | -0.2 | -6 | -2 | 0.9
Nc1c(C(=O)c2ccccc2)sc2[nH]c(=O)c(C(=O)O)cc12 | -0.3 | -4 | 2 | -0.7
COc1ccccc1NC(=O)Cn1cnc2sc(C(=O)Nc3cc(OC)c(OC)c(OC)c3)c(C)c2c1=O | 0.2 | -2 | 3 | 1.8
N=S(=NS(=O)(=O)c1ccccc1)(c1ccccc1)c1ccccc1 | 0.0 | -11 | 1 | -0.7
CC(C)n1cnc2c(NCC3CCCO3)nc(Nc3ccc(N4CCOCC4)cc3)nc21 (stereo not drawn) | 0.2 | 2 | 4 | 1.9
Cc1ccc(Oc2ccc(NC(=O)CCC(=O)O)cc2Cl)cc1 | 0.3 | -23 | -10 | -1.3
COc1cc(-c2nc3sc4c(c3c(=O)[nH]2)CCCC4)cc(Cl)c1OCCOc1cc(C)ccc1C(C)C | -0.1 | -7 | -5 | 0.3
C[C@H](NC(N)=O)C(=O)OCC(=O)Nc1ccc(Oc2ccccc2)cc1 | 0.8 | 11 | -9 | 0.6
CCOc1ccc(N(CC(=O)NCCSCc2ccccc2Cl)S(=O)(=O)c2ccc(SC)cc2)cc1 | 0.0 | -3 | 7 | 2.8
CN(C)S(=O)(=O)c1cc(C(=O)NCc2cccnc2)c(Cl)cc1Cl | 0.2 | 12 | -3 | 1.1
COCc1cc(C)nc(Nc2ccccc2OC)c1C#N | 0.0 | 19 | 12 | -0.5
C/C(Cl)=C/Cn1c(Nc2cccc(C)c2)nc2c1c(=O)n(C)c(=O)n2C | -0.2 | 5 | 2 | 0.6
COc1ccc(-c2noc(N3CCC(C(=O)O)CC3)n2)cc1 | -0.2 | -2 | -2 | 1.5
SMILES | FBW7 activator | MITF primary | TEAD-YAP inh | GPR151 activ
COc1cc([N+](=O)[O-])cc(CN2CCCCC2)c1O | 0.2 | -5 | -4 | -0.8
Cc1[nH]c2ccccc2c1C(=O)COC(=O)CNC(=O)c1ccco1 | 0.0 | -2 | 2 | -0.2
CC1CCCC(C)N1c1nnc(NC(=O)Nc2ccc(Cl)cc2)s1 (stereo not drawn) | -0.1 | 2 | 2 | 1.4
CCOc1ccc(C(C)=O)cc1CC(C(N)=O)C(N)=O | -0.2 | 3 | -6 | -1.0
COC(=O)C1=C(C)NC2=C(C(=O)CC(c3cccs3)C2)C1c1cccc(Oc2ccccc2)c1 (stereo not drawn) | 0.1 | -2 | 3 | -1.1
CC(C)(C)c1ccc(C(=O)N/N=C/c2cccc([N+](=O)[O-])c2)cc1 | 0.1 | 10 | -3 | -1.0
CCc1c(C)sc(NC(=O)C2CC2c2ccccc2)c1C(N)=O (stereo not drawn) | 0.5 | 9 | 33* | 4.4
CC(=O)N(C1=C(N2CCCC2)C(=O)c2ccccc2C1=O)c1cc(C)cc(C)c1 | 0.0 | 9 | 13 | -1.8
O=C(C(NS(=O)(=O)c1cccc2nsnc12)c1ccccc1)N1CCOCC1 (stereo not drawn) | 0.0 | 6 | 6 | 1.4
CN(C)C(=O)[C@@H]1C[C@@H](Sc2nccn2C)CN1Cc1ccccc1Cl | 0.3 | 1 | 1 | 1.3
Cc1ccc(NC(=O)COc2ccc(C)cc2C)cc1 | 0.0 | 10 | -50 | 0.3
CCN(CC)C(=O)C1CCCN(c2nc3c(Nc4ccc(Oc5ccccc5)cc4)ncnc3n2C(C)C)C1 (stereo not drawn) | 0.0 | -2 | 6 | -1.8
Cc1ccc(C(=O)Nn2c(-c3ccc(F)cc3)nc3ccccc3c2=O)cc1C | -0.2 | -3 | 7 | 3.0
COC(=O)c1ccc(CSc2nnc(-c3ccncc3)o2)cc1 | -0.4 | 3 | -2 | 1.5
COc1ccc(CC(=O)NCc2nc(-c3cccc(C)c3)no2)cc1OC | -0.1 | 6 | -5 | -1.6
CCN(c1ccccc1)S(=O)(=O)c1ccc2[nH]cc(C(=O)NCCC(C)C)c(=O)c2c1 | -0.4 | 0 | 6 | -0.4
O=C(N/N=C/c1ccc(O)cc1O)c1ccc[n+](CCO)c1 | -1.1 | 101* | 7 | 2.6
O=C(NCc1ccc2c(c1)OCO2)c1c[nH]c2cc(-c3cn[nH]c3)ccc12 | 0.0 | -1 | -3 | 2.9
CC(C)n1cc(C(=O)N2CCCC2c2nc3ccccc3[nH]2)cn1 (stereo not drawn) | 0.2 | -7 | -14 | -1.5
Nc1cc(N)nc(SCCC(=O)O)n1 | -0.1 | -4 | -8 | -0.6
COc1cccc(/C=N/NC(=O)c2cc(-c3ccccn3)nc3ccccc23)c1O | -0.6 | 3 | 19 | -0.4
COc1cc(C2C(C(=O)Nc3ccccc3C)=C(C)NC3=C2C(=O)CCC3)ccc1O (stereo not drawn) | 1.1 | 2 | 15 | -0.1
CCN(CC)c1ccc(C2Nc3ccc(Br)cc3C(c3ccccc3)N2CC(=O)OC)cc1 (stereo not drawn) | -0.5 | -5 | 17 | -1.1
CCNC(=O)c1ccc(C23CC4CC(CC(C4)C2)C3)o1 | -0.1 | -5 | -5 | 1.8
CCCn1nnnc1NC(=O)c1cccs1 | -0.1 | 5 | 10 | -0.9

In the list so far, eight have a thiophene ring, fused or not.
SMILES | FBW7 activator | MITF primary | TEAD-YAP inh | GPR151 activ
Cc1ccsc1C(=O)N1CCC(N2CCC(C(=O)NCCc3ccccc3)CC2)CC1 | 0.1 | 6 | 1 | 0.0
CCOC(=O)c1c(NC(=O)CCCOc2ccc(C)cc2)sc2c1CCCC2 | 0.0 | 16 | 4 | -0.7
Nc1c(C(=O)c2ccccc2)sc2[nH]c(=O)c(C(=O)O)cc12 | -0.3 | -4 | 2 | -0.7
COc1ccccc1NC(=O)Cn1cnc2sc(C(=O)Nc3cc(OC)c(OC)c(OC)c3)c(C)c2c1=O | 0.2 | -2 | 3 | 1.8
COc1cc(-c2nc3sc4c(c3c(=O)[nH]2)CCCC4)cc(Cl)c1OCCOc1cc(C)ccc1C(C)C | -0.1 | -7 | -5 | 0.3
COC(=O)C1=C(C)NC2=C(C(=O)CC(c3cccs3)C2)C1c1cccc(Oc2ccccc2)c1 (stereo not drawn) | 0.1 | -2 | 3 | -1.1
CCc1c(C)sc(NC(=O)C2CC2c2ccccc2)c1C(N)=O (stereo not drawn) | 0.5 | 9 | 33* | 4.4
CCCn1nnnc1NC(=O)c1cccs1 | -0.1 | 5 | 10 | -0.9

Compound profiles, as listed above. Screens in order: FBW7 activator	MITF primary	TEAD-YAP inh	GPR151 activ
CCCn1nnnc1NC(=O)c1cccs1 as listed: -0.1	5	10	-0.9
CCN(CC)C(=O)C1CCCN(c2nc3c(Nc4ccc(Oc5ccccc5)cc4)ncnc3n2C(C)C)C1 (stereo not drawn) as listed: 0.0	-2	6	-1.8
CCOc1ccc(C(C)=O)cc1CC(C(N)=O)C(N)=O as listed: -0.2	3	-6	-1.0

Next part
SMILES | FBW7 activator | MITF primary | TEAD-YAP inh | GPR151 activ
Cc1cc(=O)[nH]c2nnc(SCC(=O)Nc3cccc([N+](=O)[O-])c3)n12 | 0.1 | -12 | 0 | -0.8
O=C(C1CCN(C(=S)Nc2ccc(F)cc2)CC1)N1CCCC1 | 0.1 | -4 | -1 | -1.2
O=C1NC(=O)C(=Cc2ccc(Cl)c([N+](=O)[O-])c2)C(=O)N1 | -0.4 | -1 | -6 | 1.4
COC(=O)/C(C(C)=O)=C(/C=C/C=C/N(C)C)N(C)C | 0.1 | 27 | 2 | 3.1
O=C(N/N=C\c1ccco1)c1cc([N+](=O)[O-])cc([N+](=O)[O-])c1 | -0.2 | -6 | -3 | -0.3
CN1C(=O)Cc2cc(NC(=O)Nc3ccc(F)cc3)ccc21 | 0.0 | -10 | -8 | 0.4
COc1ccc(CCNCC(=O)NCC2CCCCC2)cc1OC | 0.0 | 38 | 4 | -0.7
CC(=O)N1CCN(c2ccc(NC(=O)COc3ccc(C(C)(C)C)cc3)cc2)CC1 | -0.4 | -6 | -3 | 0.1
CCN1CCN(C(=O)c2sc3ncnc(N4CCCCC4C)c3c2C)CC1 (stereo not drawn) | 0.1 | -2 | -11 | -0.4
O=C(c1c(F)cccc1F)N1CCN(Cc2cc3cccc4c3n(c2=O)CCC4)CC1 | 0.1 | 12 | 7 | 0.0
O=C(CCNc1c(N2CCCC2)c(=O)c1=O)Nc1ccccc1F | -0.3 | 3 | -5 | -2.0
CCC[C@@H]1NC(=O)[C@@H]2C[C@H](NCc3cccc(F)c3)CN2C1=O | 0.0 | 4 | 2 | 0.3
COc1ccc2oc(=Nc3cccc(F)c3)c(C(=O)NC(C)=O)cc2c1 | 0.0 | 15 | -11 | -1.3
O=C(NC1CCN(Cc2ccccc2)CC1)c1ccc(-c2csc3ccccc23)s1 | -0.1 | 2 | 7 | -2.5
Cn1c(=O)c2c(nc(N3CCCC3)n2CCSc2ncccn2)n(C)c1=O | -0.1 | -4 | 2 | -0.3
CC(=O)Nc1ccc(Nc2nc(Nc3ccccn3)nc3nc[nH]c23)cc1 | 0.0 | -8 | -2 | 0.2
O=c1c2cccnc2[nH]c(=S)n1C1CC1 | 0.0 | -4 | -3 | -0.3
CCC(C(=O)Nc1nnc(COc2cc(C)ccc2C)s1)c1ccccc1 (stereo not drawn) | 0.1 | -7 | -9 | 0.0
O=C(c1cc(-c2ccncc2)nc2ccccc12)N1CCCCC1 | 0.1 | 15 | 3 | 0.1
CCOc1ccccc1CN1CCNC(=O)C1CC(=O)NCc1ccccn1 (stereo not drawn) | 0.0 | 17 | -7 | 1.1
O=[N+]([O-])c1cccc(/C=N/n2c(C(F)(F)F)n[nH]c2=S)c1 | -0.1 | 1 | -6 | 1.3
CCOc1ccc(N2COc3ccc(F)cc3C2)cc1 | 0.0 | -6 | -52 | -1.1
COC(=O)c1ccc(C(=O)O/N=C(\N)c2ccc(C)n2C)cc1 | 0.0 | 8 | -8 | -1.4
O=C1N=C(N2CCOCC2)S/C1=C/c1ccc(Cl)cc1 | 0.0 | 8 | -6 | 1.7
COc1ccc(Cl)cc1NC(=S)N(Cc1ccc(Cl)cc1)CP(=O)(OC)OC | -0.3 | 14 | -8 | -0.8
SMILES | FBW7 activator | MITF primary | TEAD-YAP inh | GPR151 activ
COc1nc(Nc2ccc(Cl)cc2)nc(OC)n1 | 0.1 | 12 | -15 | -1.7
Cc1cc(C(=O)NCCc2ccc(Cl)cc2)no1 | -0.1 | -5 | -23 | 2.6
CCCCN1C(=O)CN(C2CCCCCC2)C(=O)C1c1ccc(OC(C)C)c(OC)c1 (stereo not drawn) | -0.1 | 2 | -14 | -0.8
Cn1c(COc2ccccc2)nnc1SCc1nc2ccccc2c(=O)[nH]1 | 0.1 | 6 | 6 | 1.1
Cc1noc(C)c1CCC(=O)Nc1ccc(-c2cn3c4c(nnc3n2)CCCC4)cc1 | -0.1 | -15 | -16 | 0.0
O=C(O)CCN1C(=O)SC(Nc2cccc3ccccc23)C1=O (stereo not drawn) | -0.1 | 2 | 4 | 0.3
Cc1cc(C)n2nc(SCC(=O)NCc3ccccc3Cl)nc2n1 | 0.3 | 2 | 6 | -0.2
Cc1ccc(NC(=O)CN(C)S(=O)(=O)c2ccc(Br)s2)c(Cl)c1 | -0.1 | -6 | 3 | -0.3
Cc1sc(NC(=O)Cc2cccs2)c(C(N)=O)c1C | 0.0 | 9 | -9 | 2.5
OCc1ccccc1-c1cnc2c(NCc3cccnc3)nccn12 | 0.1 | 15 | -2 | 1.4
COc1ccc(OC)c(C2Nc3cc(Cl)c(S(N)(=O)=O)cc3S(=O)(=O)N2)c1 (stereo not drawn) | 0.0 | -4 | -25 | -2.0
O=C1CN(C(=O)COC(=O)CNS(=O)(=O)/C=C/c2ccccc2)c2ccccc2N1 | -0.2 | 3 | 8 | 0.7
O=C(/C=C/c1ccc([N+](=O)[O-])cc1)C1C(=O)c2ccccc2C1=O | 0.1 | 25 | -3 | 2.6
COc1cc(/C=N/NC(=O)CCC(=O)Nc2cccc(C(F)(F)F)c2)ccc1O | -0.1 | -3 | -10 | -0.1
O=C(Nc1cccc(C(F)(F)F)c1)c1cc2ccccc2oc1=O | 0.0 | 5 | -8 | -1.0
